Assay outcomes deposited in PubChem by several laboratories.
FXIIa inh 1536 – human FXIIa protease inhibitors, primary screen, biochemical, 1536-well | Coagulation factor XII (Homo sapiens), P00748 | purified FXIIa, Boc-QGR-AMC fluorogenic substrate, 2 h | inhibition, % at 5 µM | 0.3% of 220,000 active; in the data active means inhibition above about 40%;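 further: 0% = enzyme with no compound and 100% = blank without enzyme; many of its hits are not listed in these tables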
Target sequence (P00748 20-372 limits assumed): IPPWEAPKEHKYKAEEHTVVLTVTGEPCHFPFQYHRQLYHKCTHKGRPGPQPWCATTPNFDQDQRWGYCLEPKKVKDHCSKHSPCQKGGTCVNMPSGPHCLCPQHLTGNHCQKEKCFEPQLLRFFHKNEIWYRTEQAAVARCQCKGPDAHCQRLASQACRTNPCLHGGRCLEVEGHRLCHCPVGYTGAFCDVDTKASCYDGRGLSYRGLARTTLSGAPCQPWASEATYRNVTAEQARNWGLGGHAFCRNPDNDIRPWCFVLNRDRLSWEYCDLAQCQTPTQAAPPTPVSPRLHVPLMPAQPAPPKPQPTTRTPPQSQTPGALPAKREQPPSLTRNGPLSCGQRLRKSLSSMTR
Target sequence (P00748 373-615 limits assumed): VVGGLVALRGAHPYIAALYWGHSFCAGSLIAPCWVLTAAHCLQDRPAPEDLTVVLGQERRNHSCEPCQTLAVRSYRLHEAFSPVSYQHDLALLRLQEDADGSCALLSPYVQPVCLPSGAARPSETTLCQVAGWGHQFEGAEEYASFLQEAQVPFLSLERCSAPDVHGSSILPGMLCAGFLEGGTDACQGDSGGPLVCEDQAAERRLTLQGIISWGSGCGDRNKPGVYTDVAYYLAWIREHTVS
Wee1 degr inh – Wee1 degradation inhibitors, primary screen, cell-based, HeLa, Wee1K328M-luciferase, luminescence. Wee1-like protein kinase (Homo sapiens), P30291. HeLa Luc-Wee1K328M stability; 100% = proteasome inhibitor MG132 effect. 1.2% of 220,000 active. reporter increase, % at 5 µM;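 active means activation above the mean of all tested compounds plus 3 SD, set per screening run, cut at about 8.8% in these data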;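 further: cells exposed to compound for 20 h before luminescence read; 0% = DMSO alone and 100% = MG132 at 30 µM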
KCC2 mod – KCC2 cotransporter modulators, thallium flux, primary screen, cell-based, HEK293 KCC2, FluoZin-2 fluorescence, MLSMR. B-score of Tl+ flux slope (higher = more flux/activation; lower = inhibition) at 10 µM. 2.2% of 190,000 active. KCC2 cells, thallium flux FluoZin-2 fluorescence. AID 1456, 2008;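 active means thallium flux slope and its plate-corrected score both differing from the plate sample mean at a set confidence after two filtering rounds, in either direction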;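 further: slope of fluorescence scaled to starting intensity during 10 to 20 s after thallium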
Furin inh – human furin inhibitors, primary screen, biochemical, fluorescence intensity; purified furin, fluorogenic substrate cleavage; inhibition, % at 30 µM; 0.061% of 220,000 active; in the data active means inhibition above about 25%; further: inactives centre near -15
Thrombin inh – human alpha-thrombin inhibitors, primary screen, counter-screen for coagulation protease inhibitor project, biochemical, 1536-well, fluorogenic AMC substrate; inhibition, % at 5 µM; 0.26% of 220,000 active; Boc-VPR-AMC fluorogenic substrate cleavage;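 active means inhibition at or above 40%; inactive means inhibition below 40%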;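 further: 0% = enzyme with no compound and 100% = wells without enzyme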
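Material: human alpha-thrombin protein. Incubation: reaction at ambient temperature. Technique: fluorescence of released AMC, ex 355 nm, em 460 nm. Control set: no-compound enzyme wells and no-enzyme blanks. Also added: Boc-VPR-AMC substrate, 15 µM final. Buffer or medium: pH 7.5 Tris (50 mM) with NaCl 150 mM, Tween 20 0.05%.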
p97 inhibitor – inhibitors of human p97 ATPase, primary screen, biochemical. inhibition, % at 8 µM. Transitional endoplasmic reticulum ATPase (Homo sapiens), P55072. recombinant p97 ATPase, Kinase-Glo ATP luminescence, 3 h. 0.42% of 220,000 active; in the data active means inhibition above about 15%;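 further: 0% = DMSO vehicle and 100% = wells lacking enzyme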
PERK inhibitor – block of dimerizer-induced PERK translation repression, primary screen, PERK inhibitor project, CHO PERK-DD cells, SEAP luminescence, HTS. Eukaryotic translation initiation factor 2-alpha kinase 3 (Homo sapiens), Q9NZJ5. CHO PERK-DD fusion, SEAP luminescence translation reporter. inhibition, % at 5.6 µM. 0.17% of 220,000 active. AID 1416, 2008;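 active means inhibition above the mean inhibition of all tested compounds plus 3 SD, set separately per screening campaign, cut at about 2.9% in these data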;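 further: PERK kinase domain activated by AP20187 dimerizer at 100 nM; 0% = DMSO with dimerizer and 100% = rapamycin at 8.4 µM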
FXIa inh 1536 – human FXIa protease inhibitors, primary screen, biochemical, 1536-well. 0.14% of 220,000 active. Coagulation factor XI (Homo sapiens), P03951. purified FXIa, Boc-Glu-Ala-Arg-AMC fluorogenic substrate. inhibition, % at 5 µM. AID 798, 2007;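 active means inhibition of at least 40%; inactive means inhibition below 40%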;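 further: fluorescence of freed AMC excited at 355 nm; 0% = enzyme without compound and 100% = no enzyme blank; many of its hits are not listed in these tables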
hK5 inh – human KLK5 protease inhibitors, primary screen, biochemical, 1536-well; Kallikrein-5 (Homo sapiens), Q9Y337; 0.59% of 210,000 active; recombinant hK5, fluorogenic AMC substrate cleavage; inhibition, % at 5 µM;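 active means inhibition of 40% or more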;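 further: 0% = enzyme controls without compound and 100% = no-enzyme blanks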
Target sequence (Q9Y337 67-293 limits assumed): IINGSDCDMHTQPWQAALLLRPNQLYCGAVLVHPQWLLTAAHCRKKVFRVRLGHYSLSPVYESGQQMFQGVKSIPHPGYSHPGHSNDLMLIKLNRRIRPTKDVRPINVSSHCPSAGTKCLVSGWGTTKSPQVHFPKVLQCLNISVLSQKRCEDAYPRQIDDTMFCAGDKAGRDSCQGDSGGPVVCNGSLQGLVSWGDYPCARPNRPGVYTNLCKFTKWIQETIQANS
* = called active by the depositor; nt = not tested or not shown; [ ] = remark or other dose.

No.	canonical_smiles	Wee1 degr inh	p97 inhibitor	Thrombin inh	Furin inh	PERK inhibitor
1	COC(=O)c1[nH]c2ccccc2c1NC(=O)/C=C/c1ccc2c(c1)OCO2	0	8	-6	-18	1.2
2	O=C(O)CCC(=O)N1CCc2cc(S(=O)(=O)N(CCc3ccccc3)Cc3ccccc3)ccc21	0	-2	-9	-6[20 µM]	-0.4
3	Cc1csc(N/N=C/c2ccccn2)n1	1	-12	5	-11	0.0
4	O=C(c1ccc(S(=O)(=O)NCC2CCCO2)cc1)N1CCc2ccccc21 (stereo unspecified)	2	-8	3	0[20 µM]	-1.4
5	O=C(O)Cn1cnc2c(oc3ccccc32)c1=O	2	4	-2	-25	1.3
6	CC(=O)Nc1ccc(-n2c(C)ccc2C)cc1	-1	5	2	-13	0.2
7	Cc1ccc(OCc2nnc(SCC(=O)CC(=O)Nc3ccccc3)o2)cc1	-3	1	0	-12	1.1
8	Cc1nn(-c2ccccc2)c(Cl)c1/C=C1\SC(=S)N(C)C1=O	15*	0	-1	-9	-0.6

No.	KCC2 mod	FXIIa inh 1536	hK5 inh	FXIa inh 1536
1	-0.095	12	3	7
2	nt	6	-11	-4
3	-0.009	7	-43	-1
4	0.87	29	0	24
5	nt	9	2	4
6	-1.5	0	-7	-4
7	-1.4	14	0	12
8	-1	11	-5	10

Remaining list, next part.
No.	canonical_smiles	Wee1 degr inh	p97 inhibitor	Thrombin inh	Furin inh	PERK inhibitor
9	O=C(NC1CCCCC1)C(c1cccs1)N(Cc1cccs1)C(=O)c1ccco1 (stereo unspecified)	3	3	0	-29	0.1
10	CCCc1cc(-c2nc(-c3ccc(Cl)cc3)cs2)ccn1	-3	-3	2	-20[20 µM]	0.7
11	Cc1ccc2c(c1)c1c3n2CC(=C2C(=O)OC(C)(C)OC2=O)NC3CCC1 (stereo unspecified)	-3	6	-5	-43[20 µM]	0.2
12	CCOC(=O)CSc1nnc(Cc2cc(=O)[nH]c(=O)[nH]2)n1-c1ccc(Cl)cc1	2	-1	0	-13	1.7
13	C=C(C)c1cccc(C(C)(C)NC(=O)N2CCN(CC)CC2)c1	1	-1	-3	-18[20 µM]	-1.2
14	Oc1ccc2ccccc2c1C1Nc2cccc3cccc(c23)N1	4	7	-1	-27[20 µM]	0.1
15	CC(C)NC(=O)C1(O)c2ccccc2NC(=O)N1c1ccc(Cl)c(Cl)c1 (stereo unspecified)	4	-6	-9	-17	-0.6
16	COc1cc2c(cc1OC)-c1cc(NCc3ccccn3)nc(=O)n1CC2	1	2	0	-85	0.7

No.	KCC2 mod	FXIIa inh 1536	hK5 inh	FXIa inh 1536
9	-0.43	16	-6	-1
10	0.41	20	-11	30
11	-0.092	10	-6	-2
12	2.4	8	-6	-3
13	0.031	6	-22	5
14	-0.16	7	2	8
15	-0.16	-17	-9	-7
16	0.28	2	33	-2

(continued)
No.	canonical_smiles	Wee1 degr inh	p97 inhibitor	Thrombin inh	Furin inh	PERK inhibitor
17	CCC(=O)Nc1cccc(C2=NOC3(C2)C[C@@H](C(N)=O)N(C(=O)CC(c2ccccc2)c2ccccc2)C3)c1 (stereo partly specified)	nt	nt	2	-29	nt
18	O=C(O)C1C2C=CC3(CN(CC(O)COc4ccccc4)C(=O)C13)O2 (stereo unspecified)	-2	3	3	-8	1.1
19	CCOc1ccc(/C=C2\SC(=S)N(NC(=O)c3ccncc3)C2=O)cc1OC	2	2	4	-12	-0.6
20	Nc1scc[n+]1Cc1cccc2cccnc12	4	5	2	-27	0.7
21	O=C(Cc1ccccc1)NNC(=S)NC(=O)c1cccnc1	3	7	1	-15	1.4
22	Cc1cc(=O)oc2ccc(OC(=O)CC(C)C)cc12	-1	-2	-1	-24	1.3
23	Cn1nccc1NS(=O)(=O)c1ccc(F)cc1	0	2	-1	-15	0.1
24	O=c1c(=NNc2ccccc2Cl)c(=O)c2ccccc12	-1	-3	1	-17[20 µM]	1.5

No.	KCC2 mod	FXIIa inh 1536	hK5 inh	FXIa inh 1536
17	0.042	12	2	3
18	nt	17	-8	6
19	0.86	16	6	7
20	-0.33	12	3	1
21	0.0095	3	-17	0
22	-0.81	-2	-24	-7
23	0.16	3	8	7
24	1	14	-17	9

The list goes on:
No.	canonical_smiles	Wee1 degr inh	p97 inhibitor	Thrombin inh	Furin inh	PERK inhibitor
25	COc1ccc(/C=C2/CCCC(C(=O)C(F)(F)F)=C2O)cc1OC	-1	8	-3	-6	1.5
26	CC(Oc1ccccc1)c1ccnc2nc(/N=C/N(C)C)nn12 (stereo unspecified)	-2	2	-2	-15[20 µM]	0.8
27	Cc1occc1C(=O)N/N=C/C=C\c1ccccc1[N+](=O)[O-]	2	3	2	-15	0.5
28	Clc1ccc(CNc2ccc(CNc3ncn[nH]3)cc2)cc1	-2	1	0	0	0.0
29	O=C(O)c1ccc(NS(=O)(=O)c2ccc3nnn(O)c3c2)cc1	2	3	-5	0[20 µM]	0.7
30	COc1ccccc1-c1c(NC(=O)c2ccco2)n(C)c2ccccc2c1=O	1	8	0	-1	0.2
31	C=C(C)CCC1(C)NC(=O)N(c2ccccc2)N1 (stereo unspecified)	4	-8	1	-13	0.6
32	Cc1c(C(=O)OC2CCCCC2)sc2nc[nH]c(=O)c12	2	2	-1	4[20 µM]	-0.1

No.	KCC2 mod	FXIIa inh 1536	hK5 inh	FXIa inh 1536
25	2.8	9	-4	2
26	0.59	14	-41	7
27	0.48	15	3	3
28	-0.0038	14	-1	10
29	0.4	-3	1	-9
30	0.49	8	-1	3
31	0.18	14	0	5
32	0.16	7	6	4

The list continues:
No.	canonical_smiles	Wee1 degr inh	p97 inhibitor	Thrombin inh	Furin inh	PERK inhibitor
33	COC(C/C=C/C(=O)COCc1ccccc1)OC	nt	nt	-3	-25	nt
34	Cn1c(=O)c(-c2ccccc2N)nc2ccccc21	-1	-2	-12	-1[20 µM]	-0.1
35	CC(Sc1ccc2c(c1)OCCO2)C(=O)Nc1ccc(N2CCOCC2)cc1 (stereo unspecified)	5	3	-3	-21	1.7
36	Cc1[nH]c2ccccc2c(=O)c1CN1CCCCC1	0	-3	-10	-21[20 µM]	0.6
37	Cc1cc(C)n(-c2ccc(C(=O)Nc3ccc4c(c3)OCO4)cc2)n1	1	1	1	-15[20 µM]	-0.6
38	Cc1nc(NCc2ccco2)c2c(C)c(C)sc2n1	-2	-6	-6	-8[20 µM]	-1.3
39	Nc1cccc(CCc2nc3cc4ccccc4cc3[nH]2)c1	2	6	3	-5	0.8
40	Cc1cccc(Cn2ccc(NC(=O)c3cccnc3)n2)c1	-2	1	3	-19	0.7

No.	KCC2 mod	FXIIa inh 1536	hK5 inh	FXIa inh 1536
33	0.49	6	1	1
34	0.45	-11	-34	-8
35	-0.97	11	3	3
36	0.41	9	-8	-10
37	-0.39	9	-6	-9
38	nt	9	-9	2
39	-0.78	15	-14	10
40	0.93	9	7	4

New compounds follow:
No.	canonical_smiles	Wee1 degr inh	p97 inhibitor	Thrombin inh	Furin inh	PERK inhibitor
41	Cc1cccc(NC(=O)CN2C(=O)S/C(=C\c3cccn3-c3cccc(C(=O)O)c3)C2=O)c1	-3	-3	0	-5	0.0
42	Cc1ccc(CNC(=O)CCc2nnc(Cc3ccc(-c4ccccc4)cc3)o2)o1	6	-5	-12	-23	0.1
43	Cc1cc(=O)[nH]c(SCC(=O)Nc2ncc(S(=O)(=O)c3ccc([N+](=O)[O-])cc3)s2)n1	2	3	3	-22	0.3
44	CCOC(=O)Cc1csc(NC(=O)c2ccc(Br)s2)n1	3	1	4	-9[20 µM]	-0.4
45	Cn1c2ccccc2c(=O)c2c(=O)n(Cc3ccco3)c(-c3ccc(C(C)(C)C)cc3)nc21	-3	4	0	-26	0.0
46	CCOC(=O)C1=C(C)OC(N)=C(C#N)C1c1cc2cc(C)ccc2nc1N1CCCCC1 (stereo unspecified)	-1	0	6	-18[20 µM]	-0.2
47	CC(=O)OC[C@]1(OC(C)=O)C[C@@]23CC[C@H]4[C@@](C)(CCC[C@@]4(C)C(=O)O)[C@@H]2CC[C@@H]1C3	0	1	-7	-14	0.3
48	Cc1cc(S(=O)(=O)NC(C)C)ccc1OCC(=O)N1CCOCC1	2	1	6	-3[20 µM]	0.5

No.	KCC2 mod	FXIIa inh 1536	hK5 inh	FXIa inh 1536
41	-2.4	7	5	2
42	0.17	7	-1	-4
43	-0.49	12	nt	7
44	0.28	20	5	9
45	-0.34	6	5	4
46	0.53	19	2	11
47	-0.004	7	-12	-3
48	0.26	11	-6	2

The list goes on.
No.	canonical_smiles	Wee1 degr inh	p97 inhibitor	Thrombin inh	Furin inh	PERK inhibitor
49	CC(C)C(=O)NCc1cc(-c2ccccc2)no1	-2	-1	-6	-26	0.9
50	CC(NS(=O)(=O)c1ccccc1)C(c1cccs1)N1CCN(c2ccccc2)CC1 (stereo unspecified)	0	-4	4	-30	-0.6
51	CC(C)(C)OC(=O)N/N=C\c1ccc([N+](=O)[O-])s1	0	5	-1	-27	-0.1
52	O=c1cc(CSc2nnc(-c3ccco3)o2)c2ccccc2[nH]1	0	7	4	-12	0.6
53	Cc1ccc(C(=O)COC(=O)c2ccncc2)cc1[N+](=O)[O-]	2	-6	-8	0	-0.1
54	N#Cc1c(N)oc(-c2ccco2)c1-c1ccco1	1	9	1	-42	1.0
55	O=C(NCCC1=CCCCC1)C(=O)NCC(c1ccco1)N1CCN(c2ccc(F)cc2)CC1 (stereo unspecified)	-2	7	-5	-7	0.7

No.	KCC2 mod	FXIIa inh 1536	hK5 inh	FXIa inh 1536
49	-0.057	2	-11	-5
50	0.065	11	-2	6
51	-1.9	16	-3	1
52	-0.9	15	-21	3
53	-0.21	-6	-2	-10
54	-0.93	3	-8	-2
55	0.25	15	-15	9

Among those listed so far, these have an NH in an aromatic ring.
No.	canonical_smiles	Wee1 degr inh	p97 inhibitor	Thrombin inh	Furin inh	PERK inhibitor
1	COC(=O)c1[nH]c2ccccc2c1NC(=O)/C=C/c1ccc2c(c1)OCO2	0	8	-6	-18	1.2
12	CCOC(=O)CSc1nnc(Cc2cc(=O)[nH]c(=O)[nH]2)n1-c1ccc(Cl)cc1	2	-1	0	-13	1.7
28	Clc1ccc(CNc2ccc(CNc3ncn[nH]3)cc2)cc1	-2	1	0	0	0.0
32	Cc1c(C(=O)OC2CCCCC2)sc2nc[nH]c(=O)c12	2	2	-1	4[20 µM]	-0.1
36	Cc1[nH]c2ccccc2c(=O)c1CN1CCCCC1	0	-3	-10	-21[20 µM]	0.6
39	Nc1cccc(CCc2nc3cc4ccccc4cc3[nH]2)c1	2	6	3	-5	0.8
43	Cc1cc(=O)[nH]c(SCC(=O)Nc2ncc(S(=O)(=O)c3ccc([N+](=O)[O-])cc3)s2)n1	2	3	3	-22	0.3
52	O=c1cc(CSc2nnc(-c3ccco3)o2)c2ccccc2[nH]1	0	7	4	-12	0.6

No.	KCC2 mod	FXIIa inh 1536	hK5 inh	FXIa inh 1536
1	-0.095	12	3	7
12	2.4	8	-6	-3
28	-0.0038	14	-1	10
32	0.16	7	6	4
36	0.41	9	-8	-10
39	-0.78	15	-14	10
43	-0.49	12	nt	7
52	-0.9	15	-21	3

This is a random part of the collection, and some 4.4% of all compounds hit somewhere here.
